MEP2 TOR yeast = yeast TOR pathway MEP2-GFP modulation. GFP response vs DMSO, % at 10 µM. S. cerevisiae MEP2-GFP strain, flow cytometry GFP, 3 h; 100% = DMSO control level. actives 0.51% (n = 330,000);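 active = GFP response versus DMSO above a set limit, roughly screen mean plus 3 SD, cut at about 180% in these data; inconclusive = fewer than 70 cells counted for a yeast strain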;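 note: median GFP fluorescence of the barcode-gated MEP2-GFP cells per well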
Yeast superoxide = caloric restriction mimetics inhibiting age-related superoxide in yeast | S. cerevisiae aged cells, superoxide DHE fluorescence; active compounds read low | AID 2690 | actives 0.18% (n = 330,000) | superoxide response (% of plate mean), % at 10 µM;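 active = superoxide response under a set limit, about three screen SD below normal, cut at about 65% in these data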;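 note: yeast aged for seven days with compound at 30 °C before DHE staining; 100% = average MFI of all compound-treated wells on the plate with controls excluded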
VLA-4 inh = inhibition in a human VLA-4 binding assay | P13612 | VLA-4 expressing cells, ligand binding flow cytometry | inhibition, % (about 7 µM as worked out from the volumes in the protocol) | actives 0.2% (n = 330,000) | AID 2557; in the data active = inhibition above about 50%
LAP4 TOR yeast = alters LAP4-GFP fluorescence in TOR pathway yeast screen | actives 0.34% (n = 320,000) | S. cerevisiae LAP4-GFP multiplex, flow cytometry GFP, 3 h; median GFP as percent of DMSO wells | GFP response vs DMSO, % at 10 µM;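 active = GFP response vs DMSO above a set limit, about the screen mean plus 3 SD, cut at about 150% in these data; inconclusive = under 70 cell events counted for the yeast strain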
RPL19A TOR yeast = alters RPL19A-GFP fluorescence in TOR pathway yeast screen; S. cerevisiae RPL19A-GFP strain, flow cytometry, 3 h; active compounds read low; percent response vs DMSO, % at 10 µM; actives 0.3% (n = 330,000); AID 2025;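 active = percent response vs DMSO below 50%; inconclusive = fewer than 70 events counted for the yeast strain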;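 note: median channel GFP fluorescence of the barcoded RPL19A-GFP strain; ratio of sample median GFP to plate DMSO average so 100% = DMSO; lower means less RPL19A-GFP as with rapamycin TOR inhibition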
GRK2 aptamer HTS = human GRK2 inhibition via aptamer displacement | AID 488847 | inhibition of aptamer binding, % at 10 µM | P25098 | actives 0.59% (n = 330,000) | bead flow cytometry, FAM-aptamer displacement from GRK2;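 active = inhibition of aptamer binding above 40%, roughly 3 SD of noise, on plates passing a quality check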;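 note: median bead fluorescence of bound FAM aptamer so fluorescent compounds give negative values; no value below 0 was filed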
Target sequence (P25098 whole entry, looked up): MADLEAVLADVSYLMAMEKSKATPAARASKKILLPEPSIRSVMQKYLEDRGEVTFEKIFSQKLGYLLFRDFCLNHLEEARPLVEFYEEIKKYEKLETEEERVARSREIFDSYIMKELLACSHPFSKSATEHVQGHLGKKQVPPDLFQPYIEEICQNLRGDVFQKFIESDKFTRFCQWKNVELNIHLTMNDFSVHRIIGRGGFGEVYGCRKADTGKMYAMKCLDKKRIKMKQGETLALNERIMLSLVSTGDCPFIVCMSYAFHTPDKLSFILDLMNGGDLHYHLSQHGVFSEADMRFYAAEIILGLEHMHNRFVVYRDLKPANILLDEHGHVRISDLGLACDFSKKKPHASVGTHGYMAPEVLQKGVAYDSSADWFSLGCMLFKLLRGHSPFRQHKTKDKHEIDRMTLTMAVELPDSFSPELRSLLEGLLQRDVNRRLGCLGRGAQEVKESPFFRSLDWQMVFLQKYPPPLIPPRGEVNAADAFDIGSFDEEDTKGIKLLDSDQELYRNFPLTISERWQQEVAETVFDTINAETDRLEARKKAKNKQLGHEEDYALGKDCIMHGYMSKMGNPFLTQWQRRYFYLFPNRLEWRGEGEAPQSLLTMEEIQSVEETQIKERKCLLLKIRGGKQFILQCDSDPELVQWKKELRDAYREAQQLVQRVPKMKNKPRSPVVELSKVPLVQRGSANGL
AGP1-GFP MLPCN = modulators of TOR pathway AGP1-GFP in S. cerevisiae; GFP response vs DMSO, % at 10 µM; S. cerevisiae AGP1-GFP multiplex flow cytometry, 3 h; GFP as percent of DMSO wells; actives 0.02% (n = 320,000); AID 2066;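 active = GFP response relative to DMSO above a set limit, near screen average plus 3 SD, cut at about 150% in these data; inconclusive = fewer than 70 cells counted for the yeast strain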;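 note: median GFP channel fluorescence of the gated AGP1 strain per well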
CIT2 TOR yeast = yeast TOR pathway CIT2-GFP modulation | S. cerevisiae CIT2-GFP strain, flow cytometry, 3 h; 100 means same as DMSO wells | GFP response vs DMSO, % at 10 µM | actives 0.065% (n = 320,000) | AID 2029;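 active = GFP response relative to DMSO above a set limit, near the screen mean plus 3 SD, cut at about 150% in these data; inconclusive = Fewer than 70 cells measured for a yeast strain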;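 note: ratio of well median GFP fluorescence to mean of DMSO wells on the plate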
The depositor's hits bear a star; ? = inconclusive; . = no result given.

SMILES | MEP2 TOR yeast | Yeast superoxide | VLA-4 inh | LAP4 TOR yeast | RPL19A TOR yeast | GRK2 aptamer HTS | AGP1-GFP MLPCN | CIT2 TOR yeast
O=[N+]([O-])c1cccc(S(=O)(=O)Nc2ccc(-c3ccc(N4CCOCC4)nn3)cc2)c1 | 103 | 97 | 10 | 109 | 107 | 2 | 112 | 114
COc1ccc(NC(=S)NC2CC3CCC(C2)N3Cc2ccco2)cc1 (stereo unspecified) | 97 | 98 | 2 | 88 | 95 | 0 | 91 | 89
COCCCn1c(SCc2ccccc2)nc2cc(OC)c(OC)cc2c1=N | 99 | 111 | 13 | 100 | 97 | 1 | 93 | 102
CC(Oc1ccc(Cl)cc1)c1ccn[nH]1 (stereo unspecified) | 105 | 86 | 5 | 97 | 100 | 3 | 100 | 102
COc1cc(/C=C2\C(=N)N3N=C(C(C)C)SC3=NC2=O)ccc1OCCOc1ccc(NC(C)=O)cc1 | 108 | 95 | 0 | 87 | 105 | 0 | 96 | 103
N#Cc1nc(-c2cccc3ccccc23)oc1N1CCCCC1 | 95 | 93 | -7 | 98 | 102 | 0 | 93 | 93
C[C@]12CCC3C(CC[C@H]4CC(O)CC[C@]34C)C1CC/C2=N/O (stereo partly specified) | 104 | 86 | 1 | 107 | 100 | 0 | 98 | 91
O=C(CC1SC(N2CCCCC2)=NC1=O)Nc1cccc(C(=O)O)c1 (stereo unspecified) | 98 | 93 | -9 | 92 | 100 | 0 | 101 | 104
COc1ccc(N2CCN(C(=O)C34CCC(C)(C(=O)C3)C4(C)C)CC2)cc1 (stereo unspecified) | 95 | 103 | -7 | 93 | 89 | 3 | 89 | 94
O=C(CCC(=O)c1cccs1)NNC(=O)c1ccccc1O | 90 | 92 | 1 | 90 | 88 | 3 | 89 | 92
COc1ccc(/C(C)=N/Nc2ncc(Cl)cc2Cl)c(O)c1 | 95 | 108 | -2 | 93 | 93 | 2 | 88 | 85
CC1(C)CC(=O)C=C(c2cccc3c2sc2ccccc23)C1 | 88 | 85 | -4 | 101 | 96 | 0 | 96 | 97
CCN(CC)CCCNC(=O)c1cc(-c2ccccc2)c(N2CCCCC2)s1 | 105 | 114 | 11 | 104 | 102 | 0 | 110 | 112
C=CCSC1=C(C#N)C(c2cc(Br)c(O)c(OC)c2)CC(=O)N1 (stereo unspecified) | 102 | 114 | 8 | 100 | 97 | 0 | 100 | 100
NC(=O)c1ccc(NC(=O)CNCc2ccccc2Cl)cc1 | 98 | 99 | 6 | 97 | 98 | 0 | 103 | 104
O=C(Nc1nc(-c2ccc(Br)cc2)cs1)c1cccnc1 | 88 | 120 | 1 | 95 | 93 | 2 | 92 | 86
Cn1c(CC(=O)Nc2ccc(Cl)c(Cl)c2)nnc1SCC(=O)Nc1nccs1 | 102 | 101 | 5 | 103 | 100 | 0 | 103 | 110
CCN(CC)CCNC(=O)CNC(=O)c1nn(-c2ccc(OC)cc2)c(=O)c2ccccc12 | 103 | 98 | 6 | 101 | 90 | 0 | 86 | 95
CC(C)NC(=O)C1CC(=O)N(C(C)c2ccccc2)C1 (stereo unspecified) | 104 | 103 | 2 | 107 | 104 | 0 | 109 | 109
Cc1cccc(NC(=S)NNC(=O)c2ccccc2Br)c1 | 97 | 98 | -2 | 97 | 102 | 6 | 98 | 94
O=C(NCc1ccc(C(F)(F)F)cc1)c1ccc2c(c1)S(=O)(=O)c1ccccc1C2=O | 97 | 103 | 16 | 122 | 96 | 1 | 81 | 68
O=C(OCC(=O)N1CCN(c2ccccc2)CC1)c1ccccc1[N+](=O)[O-] | 101 | 110 | 39 | 106 | 98 | 1 | 107 | 100
O=C(COC(=O)/C=C/c1ccccc1)Nc1ccc2c(c1)OCCO2 | 99 | 104 | 0 | 105 | 98 | 0 | 100 | 102
COc1ccc(/C=C/C(=O)OCC(=O)Nc2ccc(N3CCOCC3)cc2)cc1 | ? | 100 | 7 | ? | ? | 3 | ? | ?
O=S(=O)(c1cc(C(F)(F)F)ccc1Cl)N1CCCCCC1 | 102 | 102 | 10 | 116 | 98 | 3 | 109 | 98
O=C(C1CCOCC1)N1CCCC(N2CCN(c3cccc(Cl)c3)CC2)C1 (stereo unspecified) | 94 | 107 | -2 | 90 | 99 | 1 | 98 | 107
CC(C)N(Cc1ccccc1)C(=O)COC(=O)c1ccc2ncsc2c1 | 102 | 93 | 38 | 101 | 102 | 1 | 104 | 99
O=C(Nc1ccc2nc(N3CCOCC3)sc2c1)c1ccc(F)cc1 | 97 | 110 | -9 | 103 | 98 | 2 | 97 | 94
CC(=O)Nc1cnc(NC(=O)c2cccc(F)c2)cc1C | 98 | 100 | -7 | 93 | 101 | 5 | 99 | 96
Nc1[nH]ncc1-c1ccc(F)cc1 | 106 | 97 | 1 | 95 | 104 | 0 | 97 | 103
CC/C(=C/c1sc2ccc(C)cc2[n+]1CCCS(=O)(=O)[O-])SC | 99 | 102 | 8 | 98 | 92 | 5 | 105 | 100
COc1ccccc1N=C1SCC(=O)N1c1ccccc1OC | 92 | 95 | 17 | 98 | 96 | 3 | 98 | 95
CC1CCCN(CC(=O)Nc2ccc(S(=O)(=O)NC3CCCCC3)cc2)C1 (stereo unspecified) | 100 | 116 | -7 | 99 | 98 | 0 | 95 | 93
Cc1csc2c(N3CCN(C(=O)Nc4ccc(Cl)c(Cl)c4)CC3)ncnc12 | 100 | 95 | 1 | . | 97 | 3 | . | .
COc1ccccc1C/C(N)=N/OC(=O)/C=C/c1ccccc1 | 104 | 114 | 10 | 110 | 104 | 2 | 78 | 100
C#CCOCCOCCOCCNc1nc(N2CCN(C(=O)[C@H]([C@@H](C)CC)n3cc([C@@H](N)CO)nn3)CC2)nc(N2CCN(C(=O)[C@H](Cc3ccc(O)cc3)n3cc([C@@H](N)CC(C)C)nn3)CC2)n1 | 90 | 107 | 5 | 105 | 102 | 0 | 91 | 107
O=C(OCC(=O)N1CCN(Cc2ccccc2)CC1)c1cc(Cl)ccc1[N+](=O)[O-] | 106 | 104 | 1 | 104 | 106 | 1 | 113 | 99
c1ccc2[nH]c(CSc3nc4ccccc4o3)nc2c1 | 103 | 93 | 40 | 112 | 96 | 1 | 95 | 87
COC(=O)C1=C(N)OC2=C(C(=O)CC(C)(C)C2)C1c1ccoc1 (stereo unspecified) | 102 | 124 | 24 | 99 | 96 | 3 | 105 | 106
CCS(=O)(=O)c1nc(S(=O)(=O)c2ccc(Cl)cc2)c(NCc2ccco2)s1 | 106 | 82 | 2 | 97 | 105 | 0 | 105 | 106
Cc1cccc(NC(=O)COc2ccc(Br)cc2)n1 | 115 | 116 | -4 | 100 | 97 | 0 | 88 | 100
CCOc1ccccc1NC(=O)c1cc(-c2ccccn2)nc2ccccc12 | 108 | 96 | 44 | 113 | 103 | 0 | 103 | 102
COc1ccc(-c2noc(CN(Cc3nccn3C)C(C)C)n2)cc1 | 94 | 74 | -3 | 105 | 94 | 3 | 100 | 101
O=C1Nc2ccccc2C(O)(C(=O)N2CCCCC2)N1c1ccccc1 (stereo unspecified) | 100 | 92 | -12 | 87 | 96 | 0 | 98 | 95
O=C(CNC(=O)c1ccc(F)cc1)NCc1ccccn1 | 96 | 103 | 4 | 102 | 94 | 0 | 103 | 98
Cc1cc(C)nc(NC2=NCC(=O)N2c2ccc(F)c(Cl)c2)n1 | 99 | 73 | -1 | 95 | 92 | 0 | 95 | 101
CCC(C)[C@H](NC(=O)Nc1ccc(C(C)=O)cc1)C(=O)OC (stereo partly specified) | 92 | 96 | 2 | 92 | 88 | 0 | 92 | 95
CCOC(=O)N1CCN(C(=O)C2CCN(S(=O)(=O)c3ccc(F)cc3)CC2)CC1 | 97 | 103 | -1 | 100 | 96 | 2 | 98 | 101
COc1ccc(C(c2c(C)n(C)n(-c3ccccc3)c2=O)c2c(C)n(C)n(-c3ccccc3)c2=O)c(OC)c1OC | 109 | 98 | 6 | 94 | 106 | 2 | 103 | 105
O=C(N/C=C/n1cnc2cc(C(F)(F)F)ccc21)c1ccccc1 | 104 | 104 | -6 | 111 | 102 | 0 | 102 | 112
O=C(Nc1ccccc1)C1=C[C@@H](c2ccc(Br)cc2)C[C@@H](OCCCCO)O1 | 97 | 126 | 19 | 138 | 99 | 0 | 82 | 71
CCn1ncc(C2=NOC(C(=O)Nc3cnn(C45CC6CC(CC(C6)C4)C5)c3)C2)c1C (stereo unspecified) | 100 | 103 | 8 | 107 | 104 | 1 | 109 | 108
CC(Oc1ccccc1F)C(=O)NNC(=O)CCS(=O)(=O)c1ccccc1Cl (stereo unspecified) | 108 | 93 | -21 | 100 | 98 | 5 | 103 | 109
O=c1[nH]c(C2CCCN(S(=O)(=O)c3cccc(F)c3)C2)nc2c1nnn2Cc1ccccc1 (stereo unspecified) | 100 | 97 | -12 | 95 | 104 | 1 | 103 | 105
O=C(c1cccs1)N1CCN(CCCc2ccccc2)CC1 | 104 | 96 | 13 | 95 | 96 | 0 | 99 | 108

Arranged by number of heavy atoms (high to low): part of the list above.
SMILES | MEP2 TOR yeast | Yeast superoxide | VLA-4 inh | LAP4 TOR yeast | RPL19A TOR yeast | GRK2 aptamer HTS | AGP1-GFP MLPCN | CIT2 TOR yeast
COc1ccc(C(c2c(C)n(C)n(-c3ccccc3)c2=O)c2c(C)n(C)n(-c3ccccc3)c2=O)c(OC)c1OC | 109 | 98 | 6 | 94 | 106 | 2 | 103 | 105
O=c1[nH]c(C2CCCN(S(=O)(=O)c3cccc(F)c3)C2)nc2c1nnn2Cc1ccccc1 (stereo unspecified) | 100 | 97 | -12 | 95 | 104 | 1 | 103 | 105
CCn1ncc(C2=NOC(C(=O)Nc3cnn(C45CC6CC(CC(C6)C4)C5)c3)C2)c1C (stereo unspecified) | 100 | 103 | 8 | 107 | 104 | 1 | 109 | 108
CCOC(=O)N1CCN(C(=O)C2CCN(S(=O)(=O)c3ccc(F)cc3)CC2)CC1 | 97 | 103 | -1 | 100 | 96 | 2 | 98 | 101
CCOc1ccccc1NC(=O)c1cc(-c2ccccn2)nc2ccccc12 | 108 | 96 | 44 | 113 | 103 | 0 | 103 | 102
CCS(=O)(=O)c1nc(S(=O)(=O)c2ccc(Cl)cc2)c(NCc2ccco2)s1 | 106 | 82 | 2 | 97 | 105 | 0 | 105 | 106
O=C1Nc2ccccc2C(O)(C(=O)N2CCCCC2)N1c1ccccc1 (stereo unspecified) | 100 | 92 | -12 | 87 | 96 | 0 | 98 | 95
COc1ccc(-c2noc(CN(Cc3nccn3C)C(C)C)n2)cc1 | 94 | 74 | -3 | 105 | 94 | 3 | 100 | 101
O=C(N/C=C/n1cnc2cc(C(F)(F)F)ccc21)c1ccccc1 | 104 | 104 | -6 | 111 | 102 | 0 | 102 | 112
COC(=O)C1=C(N)OC2=C(C(=O)CC(C)(C)C2)C1c1ccoc1 (stereo unspecified) | 102 | 124 | 24 | 99 | 96 | 3 | 105 | 106
O=C(c1cccs1)N1CCN(CCCc2ccccc2)CC1 | 104 | 96 | 13 | 95 | 96 | 0 | 99 | 108
O=C(CNC(=O)c1ccc(F)cc1)NCc1ccccn1 | 96 | 103 | 4 | 102 | 94 | 0 | 103 | 98
Cc1cccc(NC(=O)COc2ccc(Br)cc2)n1 | 115 | 116 | -4 | 100 | 97 | 0 | 88 | 100
